S1P3 antagonist – antagonists of human S1P3 receptor; Q99500; CHO S1P3 NFAT-BLA reporter, FRET fluorescence, antagonist mode; inhibition, % at 4.98 µM; 0.27% of 170,000 active;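 active = inhibition above the plate cutoff, the mean inhibition of test wells on that plate plus 3 SD, cut at about 28% in these data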;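 note: cells challenged with S1P at its EC80 of 0.8 µM; blue over green emission ratio from cleaved BLA substrate after 4 h stimulation; 0% = S1P-stimulated wells and 100% = unstimulated DMSO-only wells; some compounds past the cut are filed as inactive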
Target sequence (Q99500 whole entry, looked up): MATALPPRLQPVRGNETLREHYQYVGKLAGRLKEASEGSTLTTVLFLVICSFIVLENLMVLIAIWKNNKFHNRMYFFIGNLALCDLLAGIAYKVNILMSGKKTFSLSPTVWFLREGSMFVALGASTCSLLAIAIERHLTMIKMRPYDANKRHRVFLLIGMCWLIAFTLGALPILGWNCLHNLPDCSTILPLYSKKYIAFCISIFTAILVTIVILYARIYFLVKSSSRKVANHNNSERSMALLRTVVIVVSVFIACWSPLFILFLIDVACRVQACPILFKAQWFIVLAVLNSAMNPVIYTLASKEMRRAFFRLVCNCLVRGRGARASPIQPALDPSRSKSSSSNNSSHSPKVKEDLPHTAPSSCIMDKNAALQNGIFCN
L major viab – reduces viability of Leishmania major promastigotes | resazurin fluorescence viability | inhibition, % at 10 µM | 9% of 200,000 active | AID 1063;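 note: promastigotes grown with compound for 44 hours at 28 °C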
PMI act – phosphomannose isomerase (human) activation; P34949; purified human PMI, coupled resazurin fluorescence, 20 min; active compounds read high; 1 = vehicle control, 0 substrate-free wells; activation factor at 20 µM; 0.005% of 190,000 active; AID 1214;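 active = activation factor of 2 or more at 20 µM, relative to plate controls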
Target sequence (P34949 whole entry, looked up): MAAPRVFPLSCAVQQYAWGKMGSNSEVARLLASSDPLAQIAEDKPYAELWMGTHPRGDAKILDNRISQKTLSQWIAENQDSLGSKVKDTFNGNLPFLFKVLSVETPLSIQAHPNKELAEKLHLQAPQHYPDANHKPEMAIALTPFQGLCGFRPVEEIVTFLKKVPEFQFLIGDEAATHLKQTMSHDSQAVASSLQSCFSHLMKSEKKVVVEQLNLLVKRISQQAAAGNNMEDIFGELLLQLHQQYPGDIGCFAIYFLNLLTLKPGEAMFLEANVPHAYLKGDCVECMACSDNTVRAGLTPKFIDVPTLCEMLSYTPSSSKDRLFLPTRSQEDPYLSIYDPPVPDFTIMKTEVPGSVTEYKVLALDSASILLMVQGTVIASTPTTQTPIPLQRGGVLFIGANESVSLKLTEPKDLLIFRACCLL
PMI act satM6P – activators of human phosphomannose isomerase at near-saturating mannose 6-phosphate. P34949. coupled PMI enzyme assay, resazurin fluorescence, 20 min; active compounds read high; 1 = untreated enzyme, 0 = substrate-free blank. activation factor at 20 µM. 0.34% of 190,000 active;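 active = activation factor of 2 or more at 20 µM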
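Material: human phosphomannose isomerase with PGI, G6PDH, diaphorase coupling enzymes; amount: PMI at 15 ng/mL final; also added: Mannose-6-phosphate 1.0 mM (near-saturating) plus 0.22 mM NADP+; incubation: enzyme reaction with compound 20 min at room temperature; signal: resorufin fluorescence (Ex 544/Em 590 nm) from resazurin via diaphorase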
RAM inhibit – yeast RAM network inhibition. S. cerevisiae dse1pr::URA3 reporter, 5-FOA growth OD615, 2 d; analog-sensitive cbk1-as2 kinase mutant strain. 1.8% of 190,000 active. inhibition, % at 50 µM;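 active = inhibition above a set limit, 3 SD over mean compound inhibition, cut at about 8.4% in these data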;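 note: 0% = DMSO-only wells with no growth and 100% = 10 µM 1-NA-PP1 full growth; inhibition rescues growth on 5-FOA so higher OD means more RAM inhibition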
Hsp70 activator – transcriptional activators of Hsp70; HeLa Hsp70 promoter luciferase reporter, luminescence; scaled: vehicle 0, proteasome-inhibitor control 100%; activation, % at 10 µM; 0.04% of 200,000 active; AID 1203;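 active = activation above the mean across all tested compounds plus 3 SD, cutoff set per campaign, cut at about 5.5% in these data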;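 note: 100% = MG132 at 30 µM as the positive control and 0% = DMSO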
Diaph act CS – diaphorase activation or chemical reduction counter-screen; Diaphorase/resazurin coupled assay, resorufin fluorescence, 16 min; active compounds read high; 1 = vehicle wells, 0 = NADH-free wells; activation factor at 20 µM; 0.005% of 190,000 active; AID 1229;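 active = diaphorase activity raised at least twofold by the compound at 20 µM; inactive = activation factor below 2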
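Test system: Clostridium kluyveri diaphorase, purified enzyme. Buffer or medium: 50 mM HEPES pH 7.4 buffer plus MgCl2 and Tween 20. Also added: 0.114 mM NADH and 0.1 mM resazurin, final amounts. Dosing: compound 20 µM once, DMSO 1%. Schedule: 16 min enzyme reaction, ambient temperature. Detection: fluorescence of resorufin, 544 nm excitation, 590 nm emission.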
Diaphorase inh – diaphorase inhibition or chemical oxidation counter-screen. diaphorase resazurin-to-resorufin fluorescence, NADH, 16 min; bacterial (C. kluyveri) enzyme, not human. inhibition, % at 20 µM. 0.69% of 190,000 active. AID 1217;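 active = primary screen inhibition at 20 µM above a set limit, cut at about 50% in these data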;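 note: plate controls were DMSO with full reaction for no effect and wells lacking NADH for full effect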
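Assay system: diaphorase enzyme from Clostridium kluyveri. Quantity: enzyme working solution with 0.14 U/mL diaphorase. Schedule: reaction incubation of 16 min at room temperature. Technique: resorufin fluorescence, excitation 544 nm, emission 590 nm. Controls: No-NADH positive control and DMSO neutral control.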
TLR4 MyD88 comp – blocks binding of human TLR4 to MyD88; 0.18% of 200,000 active; HeLa CL3-4 TLR4/MyD88 BLA complementation, FRET ratio; O00206+Q99836; inhibition, % at 8.4 µM; AID 861; in the data active = inhibition above about 25%;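 note: 0% = vehicle and 100% = reference inhibitor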
G6PDH CS – counter-screen for G6PDH assay hits: L. mesenteroides G6PDH inhibition; Purified L. mesenteroides G6PDH, diaphorase/resazurin coupled fluorescence, 45 min; 0.12% of 200,000 active; inhibition, % at 5 µM
DTT redox prof – compounds producing H2O2 with reducing agent – biochemical, NIH compound library profiling, artefact control for MLSCN library redox annotation, primary screen | 0.03% of 200,000 active | AID 878 | DTT-dependent redox cycling H2O2, phenol red/HRP absorbance; 100% = 100 µM peroxide control, 0% = buffer | activation, % at 10 µM;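 active = activation of at least 50% relative to the plate's high and low controls in the primary single-dose screen; inactive = activation below 50%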;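 note: compound incubated with DTT at 0.8 mM final as the reducing agent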
* = called active by the depositor; . = no result given. Cut-off read from the data, not from the text of the source, unless noted: active = inhibition above about 50%; inactive = the rest. Rows were taken by chance. Share with any hit: about 12%.

SMILES	S1P3 antagonist	L major viab	PMI act	PMI act satM6P	RAM inhibit	Hsp70 activator	Diaph act CS	Diaphorase inh	TLR4 MyD88 comp	G6PDH CS	DTT redox prof
Cc1ccc(N=c2ssnc2Cl)cc1	.	-11	0.2	0.5	-1.3	-0.3	0.8	21	-3	-2	-3.8
O=C(CN1C(=O)c2ccccc2C1=O)c1ccccc1	.	-1	0.9	0.9	2.5	0.1	0.9	13	-12	1	-1.2
COc1cc(S(=O)(=O)N2CCOCC2)ccc1NC(=O)CSc1n[nH]c(=O)[nH]c1=O	-25	-3	1.1	1.1	2.5	0.0	1	0	-12	4	-0.8
CCN(CC)C(=O)C1CCN(Cc2ccc(Br)cc2)CC1	-22	92*	1.1	1.1	0.2	-0.5	1	-1	-13	14	0.0
Cc1cc(OCc2nc(-c3cccs3)no2)cc(C)c1Cl	.	-2	0.8	0.9	-0.1	0.5	0.8	24	-15	4	-1.0
Nc1cc([N+](=O)[O-])ccc1Nc1ccccc1	9	2	0.9	1	0.6	0.0	0.9	15	11	7	-0.2
O=C(C1=C(O)C(=O)N(Cc2ccccc2)C1c1ccco1)c1ccco1 (stereo unspecified)	.	-5	1.3	1.2	2.5	-0.2	0.9	9	11	1	1.3
COc1cc(OC)c(C2C(C(=O)Nc3ccccc3)=C(C)Nc3ncnn32)cc1OC (stereo unspecified)	-21	-2	1	0.8	1.7	0.1	0.9	10	0	4	0.2
CCOc1ccc2[nH]c(C)c(CN3CCCCC3)c(=O)c2c1	-2	4	1	0.9	1.9	-0.7	0.8	17	-1	2	-0.8
O=C(Nc1ccc(Br)cn1)c1cccc2c1-c1ccccc1C2=O	-7	1	1.1	1.1	3.5	0.0	1	0	-8	-4	0.1
CCCc1cc(=O)n2[nH]c(CCc3ccccc3)nc2n1	-14	-2	1	1	1.6	0.1	0.8	17	7	5	3.3
CN(C)CC(O)COC(c1ccc(Cl)cc1)c1ccc(Cl)cc1 (stereo unspecified)	10	99*	1	1	-0.1	0.0	0.9	9	12	3	-1.9
Brc1ccc(-c2csc(N/N=C/c3ccco3)n2)cc1	-4	-1	0.9	0.9	1.5	-0.1	0.9	12	5	-6	-0.8
CCOC(=O)C1C(=O)C=C(c2cccs2)CC1c1ccccc1 (stereo unspecified)	-1	10	0.8	0.9	2.6	-0.4	0.9	11	-8	-15	0.5
COc1ccccc1/C=C/CN1CCN(c2ccccc2)CC1	.	9	0.9	0.9	-0.4	0.0	0.9	8	5	14	0.2
Cc1ccc(SCC(=O)Nc2cccc(NC(=O)c3ccco3)c2)cc1	.	77*	1	1	2.0	-0.1	0.9	13	-9	-1	-1.9
O=c1[nH]c(=O)n(CCO)c2nnn(Cc3ccccc3)c12	-8	-5	0.9	0.9	-0.5	0.1	0.8	24	-6	4	-1.1
Cc1ccc2[nH]c(=O)c3cc(C(=O)N(CCCOC(C)C)Cc4ccco4)sc3c2c1	.	75*	0.9	0.9	6.2	-0.4	0.6	44	-8	-3	-1.3
O=C(NC1CCC(NC(=O)C(F)(F)C(F)F)CC1)C(F)(F)C(F)F (stereo unspecified)	-1	-3	1	1	2.5	0.1	1	5	12	1	-0.8
Cc1cccc(C)c1NC(=O)CSCCO	1	-10	1	0.9	2.8	-0.4	0.8	16	7	11	1.0
CCC(CC)NC(=O)COC(=O)c1cc(Br)ccc1Cl	-15	-6	0.9	1	-0.4	-0.2	0.9	9	-11	1	-0.3
COc1cc(NS(=O)(=O)c2ccc(NC(=O)CN3C(=O)c4ccccc4C3=O)cc2)ncn1	-11	5	1.1	1.1	6.7	0.0	0.9	6	4	2	-1.5
O=C(C1CCN(S(=O)(=O)c2cccs2)CC1)N1CCCCCC1	.	-3	1	1.1	0.0	-0.1	1.1	-5	7	2	0.0
O=C(Nc1ccc2ccccc2c1)c1ccc(NS(=O)(=O)c2ccc(Br)s2)cc1	-3	6	0.9	1	4.4	-0.1	0.9	12	4	7	0.1
Cc1ccc(Cl)cc1NC(=O)C(Cc1ccccc1)N1C(=O)C2C3CCC(C3)C2C1=O (stereo unspecified)	13	18	0.9	0.9	2.2	-0.4	0.8	16	-8	5	-0.1

Profiles from above. Order of values: S1P3 antagonist | L major viab | PMI act | PMI act satM6P | RAM inhibit | Hsp70 activator | Diaph act CS | Diaphorase inh | TLR4 MyD88 comp | G6PDH CS | DTT redox prof
Record of COc1cc(OC)c(C2C(C(=O)Nc3ccccc3)=C(C)Nc3ncnn32)cc1OC (stereo unspecified) → -21 | -2 | 1 | 0.8 | 1.7 | 0.1 | 0.9 | 10 | 0 | 4 | 0.2
Record of CCOC(=O)C1C(=O)C=C(c2cccs2)CC1c1ccccc1 (stereo unspecified) → -1 | 10 | 0.8 | 0.9 | 2.6 | -0.4 | 0.9 | 11 | -8 | -15 | 0.5
Record of COc1cc(S(=O)(=O)N2CCOCC2)ccc1NC(=O)CSc1n[nH]c(=O)[nH]c1=O → -25 | -3 | 1.1 | 1.1 | 2.5 | 0.0 | 1 | 0 | -12 | 4 | -0.8

Next part.
SMILES	S1P3 antagonist	L major viab	PMI act	PMI act satM6P	RAM inhibit	Hsp70 activator	Diaph act CS	Diaphorase inh	TLR4 MyD88 comp	G6PDH CS	DTT redox prof
CC(C)Cn1c(N)c(C(=O)COC(=O)c2cnc(Cl)c(Cl)c2)c(=O)n(C)c1=O	-3	6	1	1	0.7	-0.3	1	2	22	3	-0.2
c1ccc(CC2CNc3ccccc3CN2)cc1 (stereo unspecified)	-22	17	1.1	1.1	0.2	0.3	1	-1	3	4	1.4
CC(C)N=c1scc(-c2ccco2)n1/N=C/c1ccc(O)c(O)c1	.	99*	0.4	0.8	-1.2	-0.4	0.4	59*	7	14	-9.0
O=C(O)c1ccc(N2C(=O)c3cccnc3C2=O)cc1	-5	1	1	1.1	3.5	0.4	0.9	7	-2	6	0.0
CCOC(=O)NC(=S)c1ccc[nH]1	0	-8	1	1	-0.4	-0.2	0.9	12	-10	3	-0.1
CCC(C)NS(=O)(=O)c1cccs1 (stereo unspecified)	-4	-2	0.8	0.8	2.5	0.5	0.8	18	18	7	0.5
COc1ccccc1-n1c(CNC(=O)c2ccccc2)nnc1SCC(=O)Nc1nnc(C)s1	-32	-7	1	1	0.4	-0.1	0.9	11	-9	-4	-0.1
O=C1CCCN1CCCNC(=S)Nc1ccccc1Cl	-2	1	1	0.9	3.3	-0.3	0.9	12	-7	2	-0.2
CCCCCCn1c(Br)nc2c1c(=O)n(C)c(=O)n2C	-5	-2	0.9	1	5.1	-0.3	1	1	13	12	10
C=CCNC(=O)c1onc(CSc2ccccc2F)c1C(=O)O	.	-5	1.1	1.1	-0.2	-0.3	1.1	-14	13	6	-12
COCCNC(=O)C(c1ccc(O)cc1)N(C(=O)CCC(=O)Nc1nccs1)c1ccc(C)cc1 (stereo unspecified)	2	-11	1	1	1.0	-0.3	1	2	-3	9	0.0
CC(C)Oc1cccc(C(=O)C2CCCN(C(=O)c3ccnn3C)C2)c1 (stereo unspecified)	0	-6	0.8	0.9	1.8	-0.1	0.8	18	3	16	-0.2
CS(=O)(=O)N(CC(=O)NCc1ccc2c(c1)OCO2)Cc1ccccc1	-14	-3	0.9	1	0.1	-0.3	1	2	0	8	0.6
O=Cc1cccn1-c1ccc(O)cc1	-4	-10	.	.	0.4	-0.4	.	.	-7	10	-0.2
CC(=O)Nc1cccc(-c2nc3ccccc3s2)c1	4	5	0.9	0.9	1.4	0.6	0.8	16	2	14	0.0
Cc1cccc(NC(=O)CCSc2nnc(Cc3ccccc3)o2)c1	10	4	1	0.9	-0.1	-0.4	0.9	13	-5	8	0.1
C/C(CC(=O)Nc1ccc(OCc2ccccc2)cc1)=N\NC(=O)C(=O)Nc1cccc(C)c1	-17	13	1	1	-0.4	-0.2	0.9	5	9	-16	-0.1
COc1ccc(NC(=O)CSC2=NC(=O)CC(C)=N2)cc1	-19	-6	0.6	1	1.2	-0.1	0.9	7	8	1	1.7
COc1ccc(/C=N/NC(=O)c2ccncc2)cc1[N+](=O)[O-]	-19	3	1.1	1.1	-0.9	-0.1	1	0	-7	8	-0.2
COc1cc(O)oc1C=Nc1ccc(C(F)(F)F)cc1	.	8	1	0.9	0.8	-0.1	0.9	11	7	13	1.4
COc1ccc(OC)c(NC(=O)C(CC(C)C)NC(=O)C2CCCCC2)c1 (stereo unspecified)	.	28	0.8	0.8	0.7	-0.1	0.8	20	-9	-7	-2.5
COc1ccc2[nH]c(=O)c(CN(Cc3nnnn3Cc3ccco3)C3CCCCC3)cc2c1	-2	28	1	0.7	0.4	-0.4	0.6	36	-6	10	-3.2
CCN(CC)C(=O)COC(=O)c1ccc(C)c(NC(=O)c2ccco2)c1	-14	4	1.2	1.1	1.0	-0.1	1	-3	-5	2	-0.7
OCCC1CN(Cc2cccn2-c2nccs2)CCN1C1CCCCC1 (stereo unspecified)	2	0	0.9	1	0.9	0.8	1.1	-14	-7	9	-0.6
Cc1cccc(C(=O)NC2CC3CCCC(C2)N3C(=O)NC2CCCCC2)c1 (stereo unspecified)	-14	-2	1.1	1	1.5	-0.1	0.9	11	-1	10	-1.0

Further compounds follow.
SMILES	S1P3 antagonist	L major viab	PMI act	PMI act satM6P	RAM inhibit	Hsp70 activator	Diaph act CS	Diaphorase inh	TLR4 MyD88 comp	G6PDH CS	DTT redox prof
Cc1ccc(NC(=O)CCN2C(=O)OC(C)(C)C2(C)O)cc1 (stereo unspecified)	-7	-2	0.9	1	1.6	-0.2	1	-1	6	11	-0.8
O=C(/C=C/c1ccc(F)cc1)N1CCCN(C(=O)/C=C/c2ccc(F)cc2)CC1	-19	-1	1	1	1.9	-0.3	1	-2	-17	1	-0.5
COc1ccc(NC(=O)/C=C/c2ccc(OC)c(OC)c2)cn1	-16	-1	1	1.1	2.7	-0.2	1.1	-8	-4	10	-0.9
Cc1ccc(S(=O)(=O)Nc2ccccc2CNc2ccccn2)cc1	-11	59*	0.8	0.9	1.9	0.0	0.9	11	-1	-4	-0.2
Cc1scc(C(=O)Nc2ccon2)c1-c1ccccc1	-20	5	0.9	1	2.4	-0.3	0.9	12	-12	-9	0.8
COC(=O)c1ccc(Cl)c(S(=O)(=O)N2CCCC2)c1	3	-3	1.1	1.1	-0.8	0.1	1.2	-17	-6	6	-0.5
CC1CCN(Cc2nc3c(c(=O)n(C)c(=O)n3C)n2CCc2ccccc2)CC1	23	10	.	.	.	-0.5	.	.	7	.	1.6
